# SIAE inh – human SIAE inhibition, primary screen | SIAE FP-Rh probe binding, fluorescence polarization | inhibition, % at 9.66 µM | actives 0.69% (n = 370,000);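 active = inhibition above a cutoff: mean of compounds within the control limits plus 3 SD of those, cut at about 17% in these data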;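 also: 0% = plate median of compound wells and 100% = probe without SIAE protein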
# UHRF1 MBD2 ctr – blocks human UHRF1 binding to methylated DNA; actives 0.75% (n = 370,000); Q96T88; UHRF1 binding to methylated oligo, TR-FRET; inhibition, % at 4.4 µM; in the data active = inhibition above about 21%;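 also: UHRF1 SRA domain binding a hemimethylated CpG hairpin DNA probe; 0% = median of test compound wells and 100% = reference inhibitor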
# KLK7 zymogen act – activates the human kallikrein-7 zymogen | P49862 | actives 0.9% (n = 370,000) | activation, % at 7 µM | purified proKLK7, EDANS-DABCYL substrate fluorescence; 100% is mature enzyme control, 0% vehicle;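 active = activation above the mean of all tested compounds plus 3 SD, computed per campaign excluding outliers beyond control limits, cut at about 13% in these data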
# Target sequence (P49862 whole entry, looked up): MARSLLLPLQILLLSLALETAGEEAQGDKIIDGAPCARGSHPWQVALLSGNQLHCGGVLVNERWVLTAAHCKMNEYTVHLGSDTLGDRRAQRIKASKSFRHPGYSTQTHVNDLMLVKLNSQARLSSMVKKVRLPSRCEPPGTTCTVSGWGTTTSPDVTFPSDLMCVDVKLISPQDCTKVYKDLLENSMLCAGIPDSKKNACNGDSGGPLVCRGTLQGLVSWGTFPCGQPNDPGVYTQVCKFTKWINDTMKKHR
# DDE Tn6 FP inh – inhibitors of Tn6 peptide binding to human fibrin DD(E); P02675; Fibrin DD(E) TRITC-Tn6 fluorescence polarization displacement; inhibition, % at 8.3 µM; actives 0.21% (n = 370,000);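 active = inhibition above a per-campaign cutoff: mean of compounds within control limits plus 3 SD, cut at about 15% in these data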;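 also: 0% = median of all compound wells on the plate and 100% = blocking peptide control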
# LEDGF integ inh – blocks HIV-1 LEDGF/p75-dependent DNA integration. TR-FRET IN-LEDGF/p75 DNA integration, Eu/Cy5. inhibition, % at 3.7 µM. actives 0.64% (n = 370,000). AID 743269;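 active = inhibition above the screen-wide mean plus 3 SD, cut at about 13% in these data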;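 also: signal is the Cy5 over europium emission ratio at 671 and 618 nm; 0% = plate median of compound wells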
# PRMT1 FP inh – inhibitors of human PRMT1. Q99873. recombinant PRMT1, activity-based probe fluorescence polarization. actives 1.3% (n = 370,000). inhibition, % at 2.79 µM. AID 652257;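 active = inhibition above about 21% made by adding two undisclosed values, limit read from the data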
# TCR-CD3 inh – blocks the human TCR-CD3 interaction; TAMRA-labeled TCR probe fluorescence, biochemical; inhibition, % at 9.4 µM; actives 0.37% (n = 360,000); in the data active = inhibition above about 19%;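 also: recombinant mutant TCR 2C K166C tagged with TAMRA read by polarization; 0% = receptor in buffer alone and 100% = receptor with positive control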
# MBD2 DNA inh – inhibitors of human MBD2 binding to methylated oligonucleotide; Q9UBB5; TR-FRET; inhibition, % at 4.4 µM; actives 0.31% (n = 370,000); AID 686964; in the data active = inhibition above about 13%
# TDP2 inh – blocks human TDP2 phosphodiesterase activity; recombinant TDP2, T5PNP hydrolysis, p-nitrophenol absorbance 415 nm; inhibition, % at 12.8 µM; O95551; actives 0.34% (n = 370,000);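 active = inhibition above the mean of all tested compounds plus 3 SD, set per campaign, cut at about 25% in these data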;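 also: 0% = DMSO with enzyme and 100% = buffer with substrate but no TDP2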
# Target sequence (O95551 whole entry, looked up): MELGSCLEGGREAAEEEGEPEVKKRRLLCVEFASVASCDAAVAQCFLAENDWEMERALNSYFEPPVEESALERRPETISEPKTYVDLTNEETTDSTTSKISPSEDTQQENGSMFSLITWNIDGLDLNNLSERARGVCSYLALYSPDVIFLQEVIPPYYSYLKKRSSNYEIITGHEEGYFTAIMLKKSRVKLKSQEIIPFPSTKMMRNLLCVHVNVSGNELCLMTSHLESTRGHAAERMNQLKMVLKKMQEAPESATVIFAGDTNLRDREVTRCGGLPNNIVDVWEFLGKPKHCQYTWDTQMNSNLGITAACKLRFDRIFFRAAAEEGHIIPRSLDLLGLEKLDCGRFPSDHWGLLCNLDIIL
#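 Assay system: recombinant human TDP2 / Reagent: T5PNP substrate at 5 mM, a TopII-DNA adduct mimic / Measured by: epi absorbance from released p-nitrophenol / Evaluation: % inhibition relative to enzyme-containing and enzyme-free wells / Control set: enzyme-free and DMSO wells / Replicates: each compound tested once, singlicate / Schedule: enzyme reaction with compound for 2 h at 37 °C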
# Tn7 DDE FP – disrupts Tn7 cyclic peptide binding to fibrin D-Dimer-E complex. actives 0.13% (n = 370,000). FP displacement of FITC-Tn7 peptide from fibrin DD(E); 0% = median of compound wells per plate. P02675. AID 720508. inhibition, % at 8.3 µM;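 active = inhibition above the mean of compounds falling within the control limits plus 3 SD of them, cut at about 14% in these data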;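 also: 0% = plate median of compound wells and 100% = 10 µM Aha-Tn7 peptide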
#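 System: human fibrin DD(E); quantity: Fibrin-DD(E) at 2 µM final; also added: fluorescent Tn7 probe at 0.1 µM; compound dosing: single nominal test concentration of 8.3 µM per compound; schedule: 10 min preincubation, 3 h with tracer, room temperature; detection: fluorescence polarization of the labelled Tn7 tracer; repeats: one replicate per compound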
# Active calls of the source: *. Some of the compounds tested; rates above refer to the full screens.
canonical_smiles | SIAE inh | UHRF1 MBD2 ctr | KLK7 zymogen act | DDE Tn6 FP inh | LEDGF integ inh | PRMT1 FP inh | TCR-CD3 inh | MBD2 DNA inh | TDP2 inh | Tn7 DDE FP
C=CCN1C(=O)NC(=O)/C(=C/c2ccoc2)C1=O | -3 | 28* | -0.2 | -2 | 14* | 8 | 12 | 3 | 3 | -6
C=CCn1c(O)c(/C=C2/C=c3ccccc3=N2)c(=O)[nH]c1=S | -20 | 0 | -0.3 | -12 | 3 | 11 | -10 | 4 | 11 | -8
Cc1ccccc1NC(=O)N1Cc2ccccc2-n2nncc2C1 | 2 | 1 | -0.4 | 0 | 2 | -2 | 6 | -4 | 13 | 3
COc1ccc2c(c1)C13CCCC[C@@H]1C(C2)N(C)CC3 (some centres undefined) | 2 | 3 | 0.5 | -4 | -1 | 136* | -6 | 1 | -9 | 0
Cc1ccc(O)c(CN2CCN(c3ccccc3)CC2)c1 | -6 | 20 | -0.4 | 7 | 2 | -2 | 1 | 8 | -4 | -2
COc1ccc(C2=CC(c3ccc(OC)c(OC)c3)c3c(c4ccccc4oc3=O)O2)cc1OC (centres undefined) | -7 | -3 | 6.1 | 3 | -1 | 4 | 0 | -2 | 14 | -2
Cc1cc(/C=C2\C(=O)NC(=O)N(Cc3ccco3)C2=O)c(C)n1-c1ccc(C(=O)O)cc1 | -2 | 52* | -0.4 | 3 | 48* | 19 | 0 | 7 | 13 | -5
Fc1ccccc1CCNCc1ccccc1 | 0 | -1 | 0.4 | 2 | -5 | -1 | 5 | -8 | -2 | 5
O=C1NC(=O)N(CCc2ccc(F)cc2)C(=O)/C1=C/c1ccco1 | -7 | 97* | -0.5 | 3 | 80* | 35* | -17 | 74* | 14 | -10
Oc1ccc2c3c1O[C@H]1c4[nH]c5c(c4CC4(O)C(C2)N(CC2CC2)CCC314)CC1(O)[C@H]2Cc3ccc(O)c4c3[C@@]1(CCN2CC1CC1)C5O4 (some centres undefined) | 5 | 1 | 0.4 | 6 | 6 | -2 | 5 | -5 | -7 | 0
CCC(C(=O)N1CCC2(CC1)OCCO2)c1ccccc1 (centres undefined) | 1 | -1 | 0.2 | 1 | 1 | -3 | 2 | 4 | 8 | 3
Cc1ccccc1OCCN=Cc1c(O)n(C)c(=O)n(C)c1=O | -4 | 3 | 0.1 | -1 | -4 | 2 | -1 | -2 | 2 | 2
C[C@]12CCC3C(CC[C@H]4C[C@@H](O)CC[C@]34C)C1C[C@@H](O)[C@@H]2O (some centres undefined) | 2 | 0 | -0.2 | 2 | -2 | -7 | -13 | -1 | -6 | -6
CN1C(=O)C(=CN2CCN(C(=O)c3ccco3)CC2)C(=O)N(C)C1=S | -29 | 15 | 1.6 | -2 | 2 | 0 | -2 | -1 | 9 | 0
COC(=O)C1=C(c2cccc(OC)c2OC)C[C@@H]2CC[C@H]1N2C(=O)NCc1ccc(C(F)(F)F)cc1 | -3 | -1 | 0.2 | 7 | -1 | 2 | 8 | -3 | 7 | 12

# Taken from above for reference:
canonical_smiles | SIAE inh | UHRF1 MBD2 ctr | KLK7 zymogen act | DDE Tn6 FP inh | LEDGF integ inh | PRMT1 FP inh | TCR-CD3 inh | MBD2 DNA inh | TDP2 inh | Tn7 DDE FP
C=CCN1C(=O)NC(=O)/C(=C/c2ccoc2)C1=O | -3 | 28* | -0.2 | -2 | 14* | 8 | 12 | 3 | 3 | -6
C=CCn1c(O)c(/C=C2/C=c3ccccc3=N2)c(=O)[nH]c1=S | -20 | 0 | -0.3 | -12 | 3 | 11 | -10 | 4 | 11 | -8
Cc1ccccc1NC(=O)N1Cc2ccccc2-n2nncc2C1 | 2 | 1 | -0.4 | 0 | 2 | -2 | 6 | -4 | 13 | 3
COc1ccc2c(c1)C13CCCC[C@@H]1C(C2)N(C)CC3 (some centres undefined) | 2 | 3 | 0.5 | -4 | -1 | 136* | -6 | 1 | -9 | 0
Cc1ccc(O)c(CN2CCN(c3ccccc3)CC2)c1 | -6 | 20 | -0.4 | 7 | 2 | -2 | 1 | 8 | -4 | -2
COc1ccc(C2=CC(c3ccc(OC)c(OC)c3)c3c(c4ccccc4oc3=O)O2)cc1OC (centres undefined) | -7 | -3 | 6.1 | 3 | -1 | 4 | 0 | -2 | 14 | -2
Cc1cc(/C=C2\C(=O)NC(=O)N(Cc3ccco3)C2=O)c(C)n1-c1ccc(C(=O)O)cc1 | -2 | 52* | -0.4 | 3 | 48* | 19 | 0 | 7 | 13 | -5
Fc1ccccc1CCNCc1ccccc1 | 0 | -1 | 0.4 | 2 | -5 | -1 | 5 | -8 | -2 | 5
O=C1NC(=O)N(CCc2ccc(F)cc2)C(=O)/C1=C/c1ccco1 | -7 | 97* | -0.5 | 3 | 80* | 35* | -17 | 74* | 14 | -10
